EBV gp42 block: EBV gp42 inhibition; Fluorescence polarization binding assay, mP read-out; 220,000 compounds, 0.42% hits; inhibition, % (tested at 21.74 µM); AID 1085; Q1HVG2; in the data active = inhibition above about 50%
Target sequence (Q1HVG2 whole entry, looked up): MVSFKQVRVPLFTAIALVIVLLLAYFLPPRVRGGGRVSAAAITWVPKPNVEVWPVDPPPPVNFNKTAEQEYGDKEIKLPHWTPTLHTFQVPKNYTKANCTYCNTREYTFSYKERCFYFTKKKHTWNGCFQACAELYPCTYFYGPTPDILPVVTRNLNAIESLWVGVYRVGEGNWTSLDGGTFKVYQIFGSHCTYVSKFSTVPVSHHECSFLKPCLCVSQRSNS
PPC-1+TRAIL kill: kills PPC-1 cancer cells in the presence of TRAIL; PPC-1 cells + TRAIL, ATPLite viability luminescence; cell killing (% activity), % at 4 µM; 220,000 compounds, 0.41% hits;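 active = cell killing above 50% in the first pass at 4 µM, then a duplicate retest at 5 µM averaging 50% or more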;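 also: plate controls were cells with TRAIL plus DMSO for no effect and medium-only wells lacking cells for full effect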
TRPML3 ag: human mucolipin-3 channel agonism. Q8TDD5. HEK293 TRPML3-YFP, Fluo-8 calcium fluorescence; 100% = the carbachol control signal. activation, % at 3 µM. 220,000 compounds, 0.29% hits;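 active = activation above its plate's cutoff, the mean activation of the plate's test wells plus 3 SD, cut at about 12% in these data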;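 also: 0% = DMSO only wells and 100% = carbachol wells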
Target sequence (Q8TDD5 whole entry, looked up): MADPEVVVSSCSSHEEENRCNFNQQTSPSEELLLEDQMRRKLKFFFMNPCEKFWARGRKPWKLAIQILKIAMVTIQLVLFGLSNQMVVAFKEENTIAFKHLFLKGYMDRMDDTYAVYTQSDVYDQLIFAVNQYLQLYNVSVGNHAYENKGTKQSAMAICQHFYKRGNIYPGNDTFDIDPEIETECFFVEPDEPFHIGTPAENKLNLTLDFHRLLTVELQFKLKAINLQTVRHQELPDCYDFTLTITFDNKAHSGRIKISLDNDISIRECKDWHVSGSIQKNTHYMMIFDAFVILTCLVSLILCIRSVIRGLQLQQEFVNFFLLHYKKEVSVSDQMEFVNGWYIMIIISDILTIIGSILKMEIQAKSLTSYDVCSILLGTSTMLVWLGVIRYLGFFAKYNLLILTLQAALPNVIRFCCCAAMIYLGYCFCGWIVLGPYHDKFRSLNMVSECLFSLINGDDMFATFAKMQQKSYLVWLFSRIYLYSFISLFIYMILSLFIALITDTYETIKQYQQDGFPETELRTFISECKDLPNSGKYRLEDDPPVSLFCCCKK
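Material: TRPML3-YFP stable HEK293 cells | Dosing: One concentration, 3 µM nominal, 0.3% DMSO | Timing: 125 s total fluorescence read per well | Technique: Fluo-8 calcium dye fluorescence, ex 470-495, em 515-575 nm | Measure: Percent activation from peak-to-basal fluorescence ratio, scaled between DMSO and carbachol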
zfTRPN1 agonist: activates the zebrafish TRPN1 channel. HEK293 zebrafish TRPN1-YFP, Fluo-8 calcium fluorescence; 100% = response to 87 µM carbachol. activation, % at 3 µM. 220,000 compounds, 0.18% hits. AID 1424;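 active = activation above its plate's cutoff, the mean activation of test wells on that plate plus 3 SD, cut at about 19% in these data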;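 also: 0% = DMSO alone and 100% = 87 µM carbachol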
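Control set: carbachol 87 µM as high control, DMSO as low control; system: HEK293 stable line with zebrafish TRPN1-YFP; read-out: % activation versus carbachol response; detection: intracellular calcium fluorescence with Fluo-8; doses: single test compound dose, 3 µM nominal, 0.3% DMSO; schedule: dye 1 h 37 °C plus 30 min RT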
KCC2 mod: modulators of human KCC2 chloride dependent transport; Q9H2X9; KCC2 cells, thallium flux FluoZin-2 fluorescence; B-score of Tl+ flux slope (higher = more flux/activation; lower = inhibition) at 10 µM; 190,000 compounds, 2.2% hits; AID 1456;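 active = thallium flux slope and its plate-corrected score both differing from the plate sample mean at a set confidence after two filtering rounds, in either direction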;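 also: slope of fluorescence scaled to starting intensity during 10 to 20 s after thallium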
Furin inhibitor: human furin inhibition | inhibition, % at 30 µM | AID 463115 | purified furin, fluorogenic substrate cleavage | 220,000 compounds, 0.061% hits | P09958; in the data active = inhibition above about 25%; also: inactives centre near -15
Thrombin inh: thrombin (human) inhibition; 220,000 compounds, 0.26% hits; alpha-thrombin, Boc-VPR-AMC fluorogenic substrate cleavage; inhibition, % at 5 µM;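 active = inhibition at or above 40%; inactive = inhibition below 40%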;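 also: 0% = enzyme with no compound and 100% = wells without enzyme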
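System: human alpha-thrombin protein; Compound dosing: one concentration per compound, 5 µM, with 0.2% DMSO; Timing: reaction at room temperature; Technique: AMC fluorescence, 355/460 nm; Controls: enzyme without compound as high, wells lacking enzyme as low.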
Tb hexokinase: T. brucei hexokinase 1 inhibition | inhibition, % at 10 µM | 220,000 compounds, 0.11% hits | recombinant TbHK1, G6PDH-coupled NADH A340;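 active = inhibition of 50% or more in the single-dose primary screen; inactive = inhibition below 50%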
m-calpain inh: blocks pig calpain II enzyme activity | purified calpain II, fluorogenic peptide substrate, 30 min | inhibition, % at 16 µM | 220,000 compounds, 0.37% hits;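 active = inhibition above about 50%, limit read from the data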
Starred values were filed as active, the others as inactive; · = not tested or not shown; [ ] = dose if it differs, or a comment.

SMILES | EBV gp42 block | PPC-1+TRAIL kill | TRPML3 ag | zfTRPN1 agonist | KCC2 mod | Furin inhibitor | Thrombin inh | Tb hexokinase | m-calpain inh
CC(C)Cn1c(=S)[nH]c2cc(Cl)ccc21 | -18.0 | 21.9 | -0.2 | -2.9 | 92.2* | -26.0 | -8.0 | -0.4 | 7.1
O=C1NN(c2ccccc2)C(=O)C2C1C1C=CC2C12CC2 (stereo not drawn) | 1.8 | -0.3 | 0.1 | -0.5 | -0.679 | 7.0 | -6.6 | -1.0 | 3.5
CC(=O)N1CCN(S(=O)(=O)c2cccc(C(=O)OCC(=O)N3CC(=O)Nc4ccccc43)c2)CC1 | -3.2 | 13.5 | 0.5 | 0.5 | 0.372 | -19.1 | 1.9 | 4.0 | 21.7
CCN(C(=O)COC(=O)c1ccc(Br)o1)C1CCCCC1 | -6.7 | -19.8 | 0.0 | 0.3 | -0.288 | -16.5 | -2.5 | 8.5 | 42.3
CSc1ccccc1NC(=O)CN(C)C(C)C(=O)Nc1ccc(C#N)cc1 (stereo not drawn) | -10.8 | 9.8 | 0.9 | 1.6 | -0.983 | -17.3 | -4.2 | 5.3 | 6.9
CN1C(N)=NC(=O)/C1=C/c1ccc(OC(F)(F)F)cc1 | -2.8 | 7.3 | 0.6 | 0.4 | 0.0107 | -21.4 | -1.3 | -16.7 | -23.2
CCOC(=O)c1sc(NC(=O)CSc2nc3c(cc2C#N)CCC3)c(C#N)c1C | · | · | 1.1 | 2.6 | -2.21 | -12.7[20 µM] | · | 1.9 | ·
O=C1[C@@H]2C(c3cccnc3)=NO[C@@H]2C(=O)N1c1ccc2ccccc2c1 | -16.2 | 6.2 | -0.2 | 0.0 | 1.04 | -13.0 | 5.3 | 43.6 | 4.6
O=C(CCSc1nc(-c2ccc3c(c2)OCO3)cc(C(F)(F)F)n1)NCc1ccccc1 | -12.2 | 15.5 | 0.8 | -1.0 | 0.922 | -3.3[20 µM] | -2.7 | 0.0 | -18.5
COc1cccc(N2CC(C(=O)Nc3nnc(SCc4cccnc4)s3)CC2=O)c1 (stereo not drawn) | 2.6 | 20.6 | 0.7 | 0.8 | -0.996 | -13.0 | -8.1 | -4.8 | -36.8
COc1ccc(CCNc2cc(C)nc3c(-c4ccccc4)c(C)nn23)cc1OC | 14.2 | 8.3 | -0.6 | -1.9 | -0.664 | -18.8 | -4.4 | -8.9 | -20.3
CCc1nnc(NC(=O)CSc2nc(-c3ccc(F)cc3)cc(-c3ccccc3)c2C#N)s1 | -43.4 | 15.9 | -0.3 | -0.4 | 0.821 | -17.7 | 0.7 | -4.9 | -22.4
CC(=O)C1=C(C)NC(SCC(N)=O)=C(C#N)C1c1cccs1 (stereo not drawn) | 6.5 | 17.8[5 µM] | 0.6 | 0.9 | 0.159 | -7.8[20 µM] | 3.3 | -14.0 | -2.4
CC(=O)Nc1ccc(S(=O)(=O)NCc2ccncc2)cc1 | 3.4 | 25.3 | 1.0 | 1.3 | -1.66 | -14.0 | -4.0 | 4.2 | 8.0
C=CC(C)(C)c1cc2cc3ccoc3cc2oc1=O | -16.6 | -0.4 | 2.0 | 1.2 | 1.23 | 0.1 | 5.1 | -6.5 | -11.1

Next part:
SMILES | EBV gp42 block | PPC-1+TRAIL kill | TRPML3 ag | zfTRPN1 agonist | KCC2 mod | Furin inhibitor | Thrombin inh | Tb hexokinase | m-calpain inh
CCOc1ccccc1NC(=O)Cn1c(=O)n(-c2ccccc2)c(=O)c2oc3ccccc3c21 | 10.4 | -4.8 | 0.4 | 1.0 | -1.08 | -22.6 | -14.9 | 5.7 | 39.1
C=CCN(CC=C)S(=O)(=O)c1ccc(NC(=S)NC(=O)c2ccc(-c3ccccc3)cc2)cc1 | -16.7 | 28.4 | 0.0 | 0.1 | 0.285 | -14.7[20 µM] | -3.9 | -21.0 | 24.8
CCCNC(=O)CSc1nccn1Cc1ccco1 | -14.7 | -0.1 | 0.5 | -1.4 | -0.163 | -14.1 | -13.6 | -6.8 | 21.2
Cc1ccc(C2SCCN2C(=O)c2ccc([N+](=O)[O-])cc2)cc1 (stereo not drawn) | -0.1 | 17.6 | -0.1 | -2.2 | 0.178 | -2.6 | -2.2 | 30.5 | 3.1
Cc1cccc(C)c1NC(=O)Nc1ccc(S(N)(=O)=O)cc1 | -11.1 | -2.6 | -0.3 | -0.5 | 1.23 | -8.7 | -6.0 | -5.2 | -18.9
CCC(=O)Nc1cc(-c2nn(C)c(=O)c3ccccc23)ccc1N1CCCCC1 | -1.6 | 27.7 | 0.4 | -0.8 | -1.31 | -30.5 | 4.5 | -3.1 | -21.8
CC1CCCCN1CC(=O)Nc1ccc(N2CCCCCC2)cc1 (stereo not drawn) | 10.2 | 11.0 | 0.2 | 1.3 | -0.398 | -9.0 | -14.8 | 7.3 | 32.1
COc1ccc(/C=C2/CCOC2=O)cc1 | 6.2 | 6.6 | -0.2 | 0.1 | -0.396 | -3.6[20 µM] | 15.7 | -14.2 | -8.9
O=C(O)C1CCCCC1C(=O)NCc1cn2ccccc2n1 (stereo not drawn) | -3.4 | 3.7 | 0.4 | 1.0 | · | -19.3 | -5.8 | -4.5 | -28.3
O=c1[nH]nc(SCCS(=O)(=O)c2ccc(F)cc2)n1-c1ccc2c(c1)OCCO2 | 0.5 | 11.2 | 0.7 | 0.3 | 0.318 | -11.5 | -1.5 | -4.3 | 1.3
COCC(=O)Nc1ccc(OC)c(Cl)c1 | -2.2 | 16.1 | 0.4 | -1.4 | 0.249 | -14.8 | -5.7 | -0.8 | -23.0
CCC1CCCCN1CCCNC(=O)c1ccc2c(=O)n(Cc3ccc(OC)cc3)c(=O)[nH]c2c1 (stereo not drawn) | -4.9 | 12.2 | 0.5 | -0.9 | 0.856 | -4.9[20 µM] | -4.3 | 6.8 | -57.3
O=C(O)c1ccc(C(=O)O)c(C(=O)c2ccccc2)c1 | -10.5 | 0.0 | 0.4 | 1.7 | 0.555 | -14.5[20 µM] | -4.9 | -3.2 | -14.0
O=C1CCC(=O)N1c1ccc(NCc2ccccc2Cl)c([N+](=O)[O-])c1 | -2.8 | 13.5 | 1.0 | 0.4 | 0.145 | -8.6 | -11.3 | 29.1 | 23.4
CC(C)(C)NC(=O)c1ccc(NC(=O)CSc2ccccc2)cc1 | 1.9 | -27.3 | 1.0 | 2.2 | 0.349 | -32.4 | -0.2 | -0.4 | 4.6

An excerpt of these results, field by field.
> CCOC(=O)c1sc(NC(=O)CSc2nc3c(cc2C#N)CCC3)c(C#N)c1C
  EBV gp42 block: ·
  PPC-1+TRAIL kill: ·
  TRPML3 ag: 1.1
  zfTRPN1 agonist: 2.6
  KCC2 mod: -2.21
  Furin inhibitor: -12.7[20 µM]
  Thrombin inh: ·
  Tb hexokinase: 1.9
  m-calpain inh: ·
> O=C1NN(c2ccccc2)C(=O)C2C1C1C=CC2C12CC2 (stereo not drawn)
  EBV gp42 block: 1.8
  PPC-1+TRAIL kill: -0.3
  TRPML3 ag: 0.1
  zfTRPN1 agonist: -0.5
  KCC2 mod: -0.679
  Furin inhibitor: 7.0
  Thrombin inh: -6.6
  Tb hexokinase: -1.0
  m-calpain inh: 3.5

Some of these compounds in order of their number in Thrombin inh, ascending:
| molecule | Thrombin inh |
| --- | --- |
| CCOc1ccccc1NC(=O)Cn1c(=O)n(-c2ccccc2)c(=O)c2oc3ccccc3c21 | -14.9 |
| CC1CCCCN1CC(=O)Nc1ccc(N2CCCCCC2)cc1 (stereo not drawn) | -14.8 |
| CCCNC(=O)CSc1nccn1Cc1ccco1 | -13.6 |
| O=C1CCC(=O)N1c1ccc(NCc2ccccc2Cl)c([N+](=O)[O-])c1 | -11.3 |
| COCC(=O)Nc1ccc(OC)c(Cl)c1 | -5.7 |

The results go on.
SMILES | EBV gp42 block | PPC-1+TRAIL kill | TRPML3 ag | zfTRPN1 agonist | KCC2 mod | Furin inhibitor | Thrombin inh | Tb hexokinase | m-calpain inh
COc1ccc2cc3c(N)nn(C(=O)C4CCC(C(C)(C)C)CC4)c3nc2c1 (stereo not drawn) | -7.8 | -8.8 | 0.1 | 0.1 | 0.13 | -9.2 | -2.8 | -8.0 | -61.6
CSc1ncc(CN2CCN(C3CCCCC3)C(CCO)C2)cn1 (stereo not drawn) | -21.5 | 24.0 | 0.1 | -0.7 | 0.79 | -28.1 | -5.5 | -1.8 | -23.2
CCc1ccccc1-n1c(-c2ccncc2)n[nH]c1=S | -5.2 | 23.5 | 0.4 | 3.5 | -0.0773 | -23.9 | -4.7 | 1.8 | -16.5
Cc1ccc(-c2nn(-c3cc(Cl)ccc3[N+](=O)[O-])c(=O)c3ccccc23)cc1C | -12.1 | 7.1 | -0.1 | 0.7 | · | -16.8 | -3.6 | 9.5 | 20.9
O=C(CSc1ncnc2c1oc1ccccc12)NCc1ccc(F)cc1 | 7.7 | 23.5 | 0.2 | -0.8 | -2.71 | -34.4 | -12.2 | -8.6 | 15.1
COc1cc(NC(=O)CCc2ccccc2)c(C(=O)O)cc1OC | -6.9 | 6.9 | 1.1 | 0.9 | 0.479 | -16.3 | -5.6 | 0.1 | -16.2
COCCn1c(NCc2ccc(C)cc2)nc2c1c(=O)[nH]c(=O)n2C | -10.3 | 9.6 | -0.2 | 0.2 | 0.779 | -16.1 | 1.6 | 0.6 | 8.4
NC(Cc1ccc(O)c([N+](=O)[O-])c1)C(=O)O (stereo not drawn) | -6.1 | 15.5 | 0.6 | -0.3 | 0.112 | -9.9 | -4.0 | 24.6 | -4.5
O=C(/C=C/c1ccco1)NC(=S)Nc1ccccc1N1CCCC1 | -13.3 | 11.3 | -0.4 | -0.3 | 3.2* | 3.9 | -0.7 | -32.8 | -6.7
CN(C)CCOCCOc1ccc(Cl)cc1Br | 2.6 | 14.1 | 0.9 | -0.4 | 0.135 | -3.9 | 8.3 | 12.1 | 12.5
O=C(c1cc(N2C(=O)C3C4CCC(C4)C3C2=O)ccc1Cl)N1CCN(c2ccc(F)cc2)CC1 (stereo not drawn) | -8.3 | 25.0 | 1.9 | 6.6 | -1.79 | 5.2 | 1.2 | 30.2 | -10.2
Cc1ccc2[nH]c3c(c2c1)CN(C(=O)CN1CCN(c2ccccn2)CC1)CC3 | 15.0 | 13.5 | 0.6 | 0.2 | 0 | -17.1 | 0.7 | -0.7 | -20.7
CCOC(=O)c1c(NC(=O)C2C3C=CC(C3)C2C(=O)O)sc2c1CCC(C)C2 (stereo not drawn) | -11.4 | 1.9 | 0.7 | -0.1 | -2.27 | -4.2 | -2.0 | -0.6 | 16.1
CNC(=O)c1cc2c(ccc3ccccc32)oc1=N | 18.4 | 6.9 | 0.4 | -1.1 | -0.785 | 8.4[20 µM] | -9.2 | -13.5 | -418.9
COC(=O)c1c(NC(=O)CSc2nnc(-c3ccco3)n2Cc2ccccc2)sc(C)c1C | -26.6 | -9.4 | 0.0 | -2.2 | -0.716 | -11.9[20 µM] | -6.6 | -8.3 | -2.6
C=CCn1c(SCC(=O)NCCC2=CCCCC2)nc2ccc(Cl)cc2c1=O | 2.3 | 1.6 | 0.7 | -0.1 | -0.589 | -12.3 | 6.8 | 5.1 | 2.9
CCOC(=O)C1=C(C)NC(=O)NC1c1ccc(-c2ccc(F)cc2)o1 (stereo not drawn) | -10.4 | -7.8 | 0.5 | 0.4 | -0.373 | -34.2 | -0.1 | -0.7 | 5.3

Screening results deposited in PubChem BioAssay by several laboratories.
